# Screening data as filed in PubChem.
# Apoferritin bind: binds horse apoferritin like a general anesthetic; P02791; apoferritin/1-aminoanthracene competitive binding, fluorescence; Potency, µM (highest dose often 77.5 µM), for the others: at the highest dose activity change, negative = displacement, actives largely listed as inhibitors; hit rate 0.074% among 350,000; AID 485281; note: potency is the fitted concentration of half-maximal effect; % is set by controls: 0 for no effect and ±100 for the full control effect; nearly all actives have a fitted effect of over 20% in size
# Target sequence (P02791 2-175 limits assumed): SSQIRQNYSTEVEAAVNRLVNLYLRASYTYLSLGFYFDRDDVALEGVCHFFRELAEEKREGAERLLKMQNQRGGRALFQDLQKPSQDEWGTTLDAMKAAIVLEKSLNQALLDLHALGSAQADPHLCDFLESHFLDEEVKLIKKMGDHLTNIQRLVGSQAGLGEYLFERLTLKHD
#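 Concentration-response curves derived by four-parameter Hill fitting of normalized fluorescence, where compounds displaced 1-AMA from 10 uM horse apoferritin following a brief 10 min room-temperature incubation; propofol titration acted as positive control.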
# POLK inh: blocks human DNA polymerase kappa activity; Q9UBT6; purified Pol kappa, fluorescent DNA synthesis assay, 10 min; Potency, µM (titrated, usually from 107 µM), without a hit: at the top dose activity, negative = inhibition, usual class: inhibitors; hit rate 0.53% among 400,000; note: potency is the fitted concentration of half-maximal effect; % is set by controls: 0 for no effect and ±100 for the full control effect
#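 Inhibition of 10 nM Pol kappa is measured by a fluorescent read-out at 0 and 10 min following addition of 50 nM substrate (final), with a 15-min room-temperature compound preincubation.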
# ERG Ets-DNA blk: blocks human ERG Ets domain binding to DNA. hit rate 0.028% among 370,000. AID 624246. Potency, µM (highest dose often 76.9 µM), for inactives: at the highest dose FP activity, negative = inhibition, most hits filed as inhibitors. fluorescence polarization, His-ERG Ets domain / labelled DNA. P11308; active = well fitted inhibition curve with a large enough effect in the polarisation, with a control signal flat; inconclusive = small, poorly fitted or top-dose-only effect, or effect the other way, or a change in a side signal; inactive = no such curve, though single readings can be large or run the other way; the % refers to the polarisation;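 note: polarization taken with two DNA probes labelled with fluorescein and Texas red; potency is the fitted concentration of half-maximal effect; % of control where 0% means no effect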
# Target sequence (P11308 whole entry, looked up, the tested form may be a part): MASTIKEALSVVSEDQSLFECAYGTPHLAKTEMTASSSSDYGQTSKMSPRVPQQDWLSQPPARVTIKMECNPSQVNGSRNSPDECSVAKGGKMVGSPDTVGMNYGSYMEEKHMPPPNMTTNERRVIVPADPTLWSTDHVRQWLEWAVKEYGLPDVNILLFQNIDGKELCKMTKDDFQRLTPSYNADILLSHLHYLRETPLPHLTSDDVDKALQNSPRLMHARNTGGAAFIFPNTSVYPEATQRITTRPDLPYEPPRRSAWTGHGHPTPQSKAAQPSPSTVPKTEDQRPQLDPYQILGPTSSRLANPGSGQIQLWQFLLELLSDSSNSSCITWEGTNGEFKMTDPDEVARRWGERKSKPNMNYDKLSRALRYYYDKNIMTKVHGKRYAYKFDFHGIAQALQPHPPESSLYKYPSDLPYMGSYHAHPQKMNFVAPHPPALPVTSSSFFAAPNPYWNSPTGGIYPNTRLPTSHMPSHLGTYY
#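 His-tagged ERG Ets domain (1 uM in the protein solution; 300mM KCl, 50mM Tris-HCl, 1mM EDTA, 1mM DTT, pH 7.5) received compound, then a probe mix of 5 nM fluorescein-DNA and 100nM Texas-615-DNA. Fluorescence polarization was read for both dyes.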
# POLH inh: DNA polymerase eta (human) inhibition; AID 588591; recombinant Pol eta, fluorescent DNA replication assay; Potency, µM (highest dose often 114 µM), for inactives: top-dose activity change, negative = inhibition, most hits filed as inhibitors; hit rate 1.2% among 390,000; Q9Y253; note: potency is the fitted concentration of half-maximal effect; % is set by controls: 0 for no effect and ±100 for the full control effect
#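 Fluorescent replication assay: 50 nM final substrate added after a 15 min room-temperature compound preincubation with 10 nM enzyme. Signal taken at 0 min and again at 10 min.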
# RGS4 inhibitor: inhibitors of human regulator of G protein signaling 4; Potency, µM (series often up to 114 µM), without a hit: top-dose activity change, negative = inhibition, most hits filed as inhibitors; AID 504845; P49798; Transcreener GDP fluorescence polarization, RGS4-accelerated GTP hydrolysis; hit rate 0.039% among 390,000; note: potency is the fitted concentration of half-maximal effect; % is set by controls: 0 for no effect and ±100 for the full control effect; nearly all actives have a fitted effect of over 75% in size; some results filed as inactive show a strong effect at the top dose
#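 MLSMR compounds (23 nl, pin-transferred) preincubated 10 min at room temperature with a 500nM (2x) first reagent, then RGS4 at 900nM (2x) plus Transcreener GDP mix added; fluorescence polarization (620/688 nm) read before and after 90 min at 30 °C.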
# Pol beta inh: blocks human DNA polymerase beta activity. Potency, µM (highest dose often 114 µM), for the others: top-dose activity change, negative = inhibition, most hits filed as inhibitors. hit rate 1.3% among 340,000. AID 485314. P06746. Pol beta primer extension/strand displacement, fluorescence kinetic; note: potency is the fitted concentration of half-maximal effect; % is set by controls: 0 for no effect and ±100 for the full control effect
#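 Values derive from four-parameter Hill fits of normalized kinetic data: reads at 0 and 10 min following addition of 50 nM substrate to 10 nM Pol beta preincubated 15 min with compound.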
# 12-LOX inh: inhibitors of human 12S-lipoxygenase ALOX12. Potency, µM (top dose mostly 108 µM), inactives show top-dose activity change, negative = inhibition, hits mostly inhibitors. P18054. purified 12hLO, xylenol orange hydroperoxide absorbance. hit rate 1.1% among 580,000; note: potency is the fitted concentration of half-maximal effect; % is set by controls: 0 for no effect and ±100 for the full control effect
#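 Purified human 12hLO at 150 nM in 25 mM Hepes, 0.01% Triton X-100, pH 7.0, preincubated 15 min at room temperature with compound. Reaction started with 40 uM arachidonic acid, 30 min at room temperature. Hydroperoxide measured by Fe-xylenol orange, 573/405 nm absorbance ratio.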
# APE1 inh: APE1 (human) endonuclease inhibition; recombinant APE1, TAMRA/BHQ-2 abasic DNA cleavage fluorescence; Potency, µM (highest dose often 65.8 µM), for inactives: at the top dose activity change, negative = inhibition, hits mostly inhibitors; hit rate 0.35% among 350,000; AID 2517;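 note: potency is the fitted concentration of half-maximal effect; plate controls were vehicle for no effect and reference inhibitor for full effect; nearly all actives have a fitted effect of over 55% in size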
# Target sequence (P27695 whole entry, looked up): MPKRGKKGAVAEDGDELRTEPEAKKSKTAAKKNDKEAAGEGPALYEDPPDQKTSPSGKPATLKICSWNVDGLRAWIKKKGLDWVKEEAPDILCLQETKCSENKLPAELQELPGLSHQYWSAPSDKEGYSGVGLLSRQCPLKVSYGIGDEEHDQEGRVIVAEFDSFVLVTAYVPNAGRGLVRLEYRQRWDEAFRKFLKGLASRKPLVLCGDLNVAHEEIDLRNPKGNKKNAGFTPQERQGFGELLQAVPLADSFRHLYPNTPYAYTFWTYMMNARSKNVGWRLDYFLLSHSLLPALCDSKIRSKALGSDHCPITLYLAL
#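 Endonuclease cleavage of a quenched abasic-site DNA duplex (50 nM) by APE1 (0.75 nM) was tracked by TAMRA dequenching. Compounds were preincubated with enzyme 15 min at room temperature; data normalized to buffer-only and DMSO wells plus NSC13755 control.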
# LDHA inh: inhibitors of human lactate dehydrogenase A | hit rate 0.15% among 480,000 | activity change, % (values are at about 110 or 230 µM) | P00338 | purified LDHA, NADH/diaphorase-resazurin fluorescence; hits give low values; in the data active = activity change below about -30%; inconclusive = mostly about -25% to -30%;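 note: plate controls were DMSO wells for no effect and wells without enzyme for full effect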
#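 Remaining NADH was detected by diaphorase (0.133 mg/mL) converting 37 µM resazurin to fluorescent resorufin, read at 0 and 20 minutes. The preceding 5-minute room-temperature reaction used 2 nM LDHA, 0.2 mM sodium pyruvate and 0.06 mM NADH at pH 7.4.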
# An asterisk follows results filed as active; u = inconclusive; x = not tested or not shown; & = joins results of further samples; [ ] = dose if it differs, or a comment. Unless noted, calls come from the whole dose curve; as a rule, active = well fitted curve in the direction sought with a large enough effect; inconclusive = small, poorly fitted or top-dose-only effect, or another doubt; inactive = no such curve, though single readings can be large; an effect the other way counts as inactive or inconclusive. Only part of the results is shown. The share of hits here may be higher or lower than overall.
# Start of the data: the first 2 records (preview)
SMILES,Apoferritin bind,POLK inh,ERG Ets-DNA blk,POLH inh,RGS4 inhibitor,Pol beta inh,12-LOX inh,APE1 inh,LDHA inh
CN(C)c1ccc(N2C(=O)CC(Sc3ccccc3C(=O)O)C2=O)cc1 (centres undefined),-8%,-1%,-4%,-1%,u,22%,-16%,-1%,-6
O=C(Cn1nc(Cl)nc1Cl)c1ccc([N+](=O)[O-])cc1,-13%,-6%,-1%,-8%,0%,37%,50%[activator],-6%,1

# The list itself, from the start:
SMILES,Apoferritin bind,POLK inh,ERG Ets-DNA blk,POLH inh,RGS4 inhibitor,Pol beta inh,12-LOX inh,APE1 inh,LDHA inh
CN(C)c1ccc(N2C(=O)CC(Sc3ccccc3C(=O)O)C2=O)cc1 (centres undefined),-8%,-1%,-4%,-1%,u,22%,-16%,-1%,-6
O=C(Cn1nc(Cl)nc1Cl)c1ccc([N+](=O)[O-])cc1,-13%,-6%,-1%,-8%,0%,37%,50%[activator],-6%,1
CC12CCC(c3nnc(SCc4ccc(Cl)cc4)nc31)C2(C)C (centres undefined),-5%,-3%,-11%,-14%,2%,-3%,0%,-2%,-4
COc1ccc(NC(=S)N2CCC(c3nc4ccc(Cl)cc4[nH]3)CC2)c(OC)c1,-12%,-6%,x,-2%,-22%,-15%,-7%[57.4 µM],-5%,-4
COc1ccc(-c2noc(N3CCN(c4cccc(Cl)c4)CC3)n2)cc1OC,5%,-8%,-5%,-11%,7%,7%,-10%,x,-7
CC(=O)OCC1CCCC2=C(C)C(=O)CCC21COC(C)=O (centres undefined),5%,-25%,-15%,u,-9%,74%,-7%,6%,-6
Cc1cccc2cc(C3CC(c4ccco4)=NN3S(=O)(=O)c3ccccc3)c(Cl)nc12 (centres undefined),-8%,0%,6%,-21%,-9%,48%,u,u,-3
CCOc1ccc(N2CC(O)(c3ccc(F)cc3)[N+]3=C2CCCC3)cc1 (centres undefined),-13%,-2%,-7%,-10%,-20%,0%,x,-1%,0
CCCCOc1ccc(Cl)cc1CSc1nnc(CC)n1N,-2%,-2%,1%,-12%,9%,u,-19%,4%,-12
Nc1ccc(C(=O)OCC(=O)N2c3ccccc3Sc3ccccc32)cc1[N+](=O)[O-],-6%,-8%,3%,-20%,14%,43%,-14%,-7%,-1
Cc1cc(C)n(-c2ccc(C(=O)NC3=NCCS3)cc2)n1,-10%,0%,3%,1%,2%,89%[activator],0%,15%,0
CCN1CCN(c2nc(SC)nc3sc4c(c23)CC(C)(C)OC4)CC1,-13%,3%,3%,-17%,9%,7%,233%[activator],-1%,-5
COC(=O)C[C@H]1c2cc(C(F)(F)F)ccc2S(=O)(=O)N1Cc1ccccc1,x,11%&-3%,4%,-13%,-5%,x,13%,x,-1
C/C(CCc1ccccc1)=N\NC(=O)CC(=O)NCCc1ccccc1,-13%,-1%,10%,-14%,28%,28%,15%,0%,-6
CCOC(=O)C(Cc1ccccc1)(NC(C)=O)C(=O)OCC,4%,-4%,x,7%,-34%,14%,9%,1%,-9
CCNC(=O)C/C(C)=N/NC(=O)C12CC3CC(CC(C3)C1)C2,u,3%,-18%,14%,4%,31%,9%,2%,-4
Cc1nnc(NC(=O)c2ccc(S(=O)(=O)N3CCOCC3)cc2)s1,-2%,-10%,8%,12%,4%,8%,-7%,2%,-1
Cc1ccc2c(c1)N(CC(=O)NCC(C)c1ccccc1)C(=O)c1cccnc1O2 (centres undefined),-15%,0%,0%,-24%,-1%,34%,246%[activator],6%,-6
O=C(NCc1ccccn1)c1nc(-c2ccc(C(F)(F)F)cc2)no1,u,-19%,-9%,-14%,8%,11%,1%,2%,-16
Cc1ccccc1S(=O)(=O)N1[C@@H](c2ccc(Br)cc2)C(C(=O)O)=CC[C@H]1c1ccc(Cl)cc1,x,-10%,-13%,u,-22%,x,u,32%,0
CCN(CC)C(=O)CN(c1cccc(Br)c1)S(C)(=O)=O,-3%,-8%,13%,8%,36%,1%,-8%,0%,-2
Cc1ccc(-n2nc3c(c2NC(=O)c2ccc4c(c2)OCO4)CS(=O)(=O)C3)c(C)c1,0%,12%,10%,-12%,-12%[11.4 µM],0%,-20%,39%,2
O=C(N/N=C/c1ccc(O)cc1)c1cccc(C(F)(F)F)c1,-14%,-3%,8%,-13%,-2%,0%,-4%,4%,-3
CC(NC(=S)Nc1ccccc1OC(F)F)C(C)(C)C (centres undefined),u,1%,7%,-8%,0%,0%,-23%,3%,-4
O=C(CSCc1cnn(-c2ccccc2)c1-n1cccc1)NCc1ccccn1,-9%,-13%,0%,0%,3%,-1%,1%,-1%,2
CN(C)Cc1cc(CN(C)C)c(O)c(CCc2ccccc2)n1,3%,-7%,-4%,-12%,-52%[56.9 µM],20%,0%,6%,1
CC(OC(=O)Cn1[nH]c(=O)c2ccccc2c1=O)C(=O)NC1(C#N)CCCCC1 (centres undefined),x,-8%,1%,-2%,-21%,x,-4%,24%,-3
Cc1ccc(CNC(=O)Cn2ccn(-c3ccc(C)c(C)c3)c(=O)c2=O)cc1,-19%,0%,0%,-6%,-3%,13%,-11%,x,-20
CCSC1(SCC)N=C(N)C2(C#N)C(c3ccc(F)cc3)C12C#N (centres undefined),u,-13%,1%,-3%,-42%,0%,u,-7%,-2
CN(Cc1cn(C)nc1-c1ccc(Oc2ccccc2)cc1)Cc1cnc2ccccn12,-14%,-7%,13%,-19%,-10%,u,-8%,-5%,-3
CCC(=O)Nc1nc(-c2ccc3c(c2)OCCO3)cs1,-9%,16%,2%,-10%,-20%,0%,-33%,-3%,1
Cc1cccc(-n2c(CCN3C(=O)c4ccccc4C3=O)nc3ccccc3c2=O)n1,-11%,-15%,5%,-2%,-1%,0%,-22%,-3%,0
O=C(CSc1nnc2ccc(-c3ccccn3)nn12)N1CCCC1,x,-1%,4%,-27%,2%[11.4 µM],x,5%,x,-5
O=C(COc1ccccc1Cl)N(Cc1cccc(F)c1)C1CCS(=O)(=O)C1 (centres undefined),-5%,-3%,0%,-11%,-8%,-3%,-9%,x,-10
COc1ccc(C)cc1Nc1nc(-c2c(C)[nH]c3ccccc23)cs1,-11%,-14%,18%,-8%,u,26%,u,5%,-5
COc1cc(NC(=O)C2CCN(S(=O)(=O)c3c(C)noc3/C=C/c3c(C)cc(C)cc3C)CC2)cc(OC)c1,-3%,-6%[60.1 µM],2%,-25%,-21%,2%,-11%,x,5
COc1ccc(CNC(=O)CSc2nc3ccc(C)cc3[nH]2)cc1,-3%,5%,-2%,-11%,-14%[56.9 µM],3%,-1%,-14%,2
Cc1cccc(C)c1NC(=O)c1ccc2c(c1)nnn2C1CCCC1,-10%,-4%,-1%,-5%,-9%,-22%,-18%,x,2
CC(C)(C)c1ccc(C(CC(=O)O)NS(=O)(=O)Cc2ccccc2)cc1 (centres undefined),4%,-11%,-4%,-11%,10%,u,9%,-2%,-1
CCC(=O)Nc1cccc(NC(=O)c2ccc3c(c2)OCO3)c1,3%,0%,-2%,-20%,1%,1%,0%,0%,-3
Nc1c(N2CCCCC2)c(=O)[nH]c(=O)n1-c1ccccc1,2%,-13%,4%,-14%,-28%,2%,-7%,-6%,2
Cc1ccccc1-n1nnnc1SCC(=O)c1c(N)n(C2CC2)c(=O)[nH]c1=O,x,-3%,-3%,-15%,17%,x,-20%,3%,-11
CCN1CCN(C(=O)CN(C)S(=O)(=O)c2ccc(OC)cc2)CC1,33%[activator],6%,-1%,-2%,4%,3%,0%,-10%,2
CCc1ccc(NC(=O)Cn2nnc(-c3ccc(C)cc3-n3cnnn3)n2)cc1,-6%,-5%,10%,1%,34%,11%,20%,5%,-6
CCc1ccc(Oc2coc3cc(O)ccc3c2=O)cc1,51%[activator],9%,5%,-10%,-4%,6%,18%,2%,0
CCOc1ccc(Cl)cc1CNc1nnnn1C,-13%,-16%,-10%,-14%,-5%,u,2%,1%,-10
Cc1ccc(S(=O)(=O)N2CCOCC2)cc1C(=O)Nc1ccc(S(=O)(=O)Nc2nccs2)cc1,-11%,-7%,-13%,-3%,-1%,1%,-10%,-5%,2
COc1cccc2c1OCC(CN1CCN(C3CCCCC3)C(CCO)C1)=C2 (centres undefined),-5%,-11%,-6%,-12%,29%,u,3%,0%,-3
CCOC(=O)/C=c1\s/c(=C\c2ccccc2OC)c(=O)n1CC(=O)N1CCOCC1,-24%,-10%,-7%,-10%,-33%,-3%,55%,-4%,-1
Cc1ccc(C(=O)NCCN(C)C)cc1C,-10%,-2%,-4%,-8%,-4%,-3%,0%,-2%,2

# Other results:
SMILES,Apoferritin bind,POLK inh,ERG Ets-DNA blk,POLH inh,RGS4 inhibitor,Pol beta inh,12-LOX inh,APE1 inh,LDHA inh
CN1CCCc2cc(C=O)ccc21,-12%,-7%,1%,-7%,-13%,3%,7%,3%,7
Cn1cccc1C(=O)OCC(=O)c1c[nH]c2ccccc12,x,-8%,4%,-11%,14%,x,-3%,0%,-6
O=C(NCCN=C1NS(=O)(=O)c2ccccc21)c1ccc(S(=O)(=O)N2CCOCC2)cc1,-2%,-20%,-7%,-2%,-28%,3%,0%,-2%,15
Cc1nn(Cc2ccccc2)c(Cl)c1C(=O)NC(C)(C)C,2%,1%,0%,-17%,2%,69%,0%,3%,1
CCOC(=O)c1c(C)oc2ncnc(N3CCN(c4cccc(Cl)c4)CC3)c12,1%,-4%,2%,-22%,-1%,6%,0%,x,3
